# 12-LOX inh: ALOX12 (human) lipoxygenase inhibition | Potency, µM (top dose mostly 108 µM), without a hit: top-dose activity change, negative = inhibition, hits mostly inhibitors | 580,000 compounds, 1.1% hits | purified 12hLO, xylenol orange hydroperoxide absorbance; active = well fitted inhibition curve with a large enough effect; inconclusive = small, poorly fitted or top-dose-only effect, or another doubt; inactive = no such curve, though single readings can be large or run the other way
# Target sequence (P18054 whole entry, looked up): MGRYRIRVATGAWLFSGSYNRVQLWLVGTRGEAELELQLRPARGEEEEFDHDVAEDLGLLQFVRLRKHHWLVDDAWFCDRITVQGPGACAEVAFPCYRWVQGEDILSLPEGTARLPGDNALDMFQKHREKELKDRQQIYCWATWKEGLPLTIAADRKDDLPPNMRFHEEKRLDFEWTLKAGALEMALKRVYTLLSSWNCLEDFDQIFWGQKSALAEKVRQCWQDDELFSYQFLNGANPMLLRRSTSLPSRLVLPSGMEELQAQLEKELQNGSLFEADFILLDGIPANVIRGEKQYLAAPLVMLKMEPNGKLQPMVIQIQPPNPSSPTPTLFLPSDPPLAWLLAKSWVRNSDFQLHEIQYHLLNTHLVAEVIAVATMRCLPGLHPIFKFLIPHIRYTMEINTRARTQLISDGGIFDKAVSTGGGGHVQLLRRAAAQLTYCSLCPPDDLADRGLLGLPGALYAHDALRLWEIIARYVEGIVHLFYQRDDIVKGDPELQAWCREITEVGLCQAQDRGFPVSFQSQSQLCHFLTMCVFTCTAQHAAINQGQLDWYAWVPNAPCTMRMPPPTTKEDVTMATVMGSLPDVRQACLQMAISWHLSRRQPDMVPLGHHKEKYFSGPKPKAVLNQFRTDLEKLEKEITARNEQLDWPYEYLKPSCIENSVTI
#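 Hydroperoxide product was detected by ferrous iron/xylenol orange as the 573 to 405 nm absorbance ratio. Arachidonic acid at 40 uM (final) was turned over for 30 min at room temperature by 150 nM human 12hLO, pH 7.0 Hepes buffer, after 15 min compound preincubation.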
# * = called active by the depositor; ? = inconclusive; [ ] = another dose, or the depositor's remark. % is set by controls: 0 for no effect and ±100 for the full control effect; potency is the fitted concentration of half-maximal effect. Only part of the results is shown (hit frequency here may not be typical).
12-LOX inh,compound
3.8%,CCOc1cccc2cc(-c3nc(-c4cc(OC)c(OC)c(OC)c4)no3)c(=O)oc12
6.9%,Cc1cccc(CNC(=O)[C@H]2CCC[C@H]2NC(=O)c2cnc(C)cn2)c1
12.9%,CN1CCCC2(CCN(C(=O)CCc3ccc(Cl)cc3)C2)C1=O (stereo not given)
-10.0%,CCN(Cc1ccccn1)C(=O)c1coc(COc2ccc3c(c2)OCO3)n1
-1.9%[176 µM],CC(C)C[C@@H](NC(=O)C1=C[C@@H](NC(=O)c2ccco2)[C@@H](O)[C@H](O)C1)C(N)=O
-8.6%,CO[C@@H]1CN(C)C(=O)c2cc(NC(=O)NC3CCCCC3)ccc2OC[C@@H](C)N(CCc2ccccc2)C[C@@H]1C
-7.4%,CCCCNC(=O)C1(C)CCN1C(=O)c1cc(F)ccc1C (stereo not given)
1.2%,Cc1ccc2oc(C(=O)N3CCOC34CCN(C)CC4)cc(=O)c2c1
21.3%,CCS(=O)(=O)N1C[C@@H](COc2cccnc2)[C@H](c2ccccn2)C1
-0.7%,COCCn1cnnc1SC(C)c1ccccc1Cl (stereo not given)
11.4%,COc1cccc(CNC(=O)[C@@H]2C[C@@H](O)CN2C2CCN(C(=O)Cc3ccc(Cl)cc3)CC2)c1
34.9%,CN(Cc1cccnc1)C(=O)c1ccc(N2CC3CC(C2)[C@H]2CCCC(=O)N2C3)nc1 (stereo not given in full)
-22.3%[176 µM],COc1ccc(Nc2ccc3c(n2)CN(Cc2ccccc2C)C(=O)CO3)cc1
-25.0%,Cc1ccc([C@H]2C[C@@H](n3cc(COC(=O)c4ccccc4)nn3)[C@H](O)CN2C(=O)C2CCCCC2)cc1
?,CCCCn1c(N2CCN(Cc3c(F)cccc3Cl)CC2)nc2c1c(=O)[nH]c(=O)n2C
-22.9%,CC(C)C(C)NC(=O)COC(=O)c1ccc2c(c1)NC(=O)CS2 (stereo not given)
2.0%,COc1cccc(CC(=O)N2CCCC3(C2)NC(=O)N(Cc2ccc(C)cc2)C3=O)c1 (stereo not given)
4.0%,O=C(NCc1ccc(Cl)cc1)C1Cn2cccc2C(=O)N1Cc1cccnc1 (stereo not given)
-10.6%,CC1CC(NC(=O)CCC(=O)O)CC(C)(C)C1 (stereo not given)
16.3%,CCCCCC(=O)Nc1nc2c(s1)C[C@@H]1[C@](C)(CO)[C@H](O)CC[C@@]1(C)[C@@H]2CC(=O)N[C@H](C)c1ccccc1
7.9%,COc1ccc(C(=O)N[C@@H]2CCC[C@@H]2C(=O)NCc2cccnc2)cc1
2.9%,C/C(=N\NC(=O)C1CC1c1ccc(C(C)(C)C)cc1)c1ccc(Cl)cc1 (stereo not given)
13.3%,CCOc1ccc2c(n1)CCN(C(=O)Nc1cccc(CC)c1)C2
?,C[C@@H]1CN([C@@H](C)CO)C(=O)CCCn2nncc2CO[C@H]1CN(C)S(=O)(=O)c1cccc(C#N)c1
-5.5%[57.4 µM],COc1cc(C[C@@H](CO)[C@H](CO)Cc2ccc(O)c(OC)c2)ccc1O
35.2%[activator],CCOC1CCNCC1
-18.8%,COCc1cc(=O)n(CC(=O)Nc2cc(C)ccc2OC)c(N2CCOCC2)n1
-6.7%,Nc1sc(-c2ccccc2)cc1C(=O)NCCN1CCOCC1
17.4%,COc1ccccc1-c1nc(C(=O)NCc2ccc3c(c2)OCO3)n2ccccc12
8.1%,O=C(Cc1cccc(F)c1)N1CC(F)(F)C[C@H]1c1nc(C2CC2)no1

# Given as labelled records: entries from further up
structure: CCCCCC(=O)Nc1nc2c(s1)C[C@@H]1[C@](C)(CO)[C@H](O)CC[C@@]1(C)[C@@H]2CC(=O)N[C@H](C)c1ccccc1
  12-LOX inh: 16.3%
structure: COc1ccc(C(=O)N[C@@H]2CCC[C@@H]2C(=O)NCc2cccnc2)cc1
  12-LOX inh: 7.9%
structure: C/C(=N\NC(=O)C1CC1c1ccc(C(C)(C)C)cc1)c1ccc(Cl)cc1 (stereo not given)
  12-LOX inh: 2.9%
structure: CCOc1ccc2c(n1)CCN(C(=O)Nc1cccc(CC)c1)C2
  12-LOX inh: 13.3%

# (continued)
12-LOX inh,compound
-20.8%[176 µM],O=C(Nc1ccc(Cl)cc1)c1nc2c(o1)CCN(Cc1ccsc1)CC2
?,CC(C)C(C(=O)Nc1nc2ccc(S(C)(=O)=O)cc2s1)c1ccc(Cl)cc1 (stereo not given)
?,COc1nc2nc(CCc3ccccc3)n(C)c2cc1-c1ccnn1C
9.0%,O=C(NCCCN1CCOCC1)C1CN(S(=O)(=O)c2ccccc2)CC12CCCCC2 (stereo not given)
3.6%,Cc1cccc(OCC(=O)N2C[C@@H](CO)[C@H](c3ccncc3)C2)c1
16.9%,O=C(NC1CCCCCCC1)c1nnn2c1COC(c1ccc(F)cc1)C2 (stereo not given)
4.2%,CCC1=C(C(=O)OC)C(c2ccc(OC)cc2OC)N2C(CC(=O)N3CCOCC3)=CSC2=N1 (stereo not given)
?,COC(=O)C1=C(C)N(Cc2ccc(F)cc2)C(=S)NC1c1ccc(F)cc1 (stereo not given)
4.9%,N#Cc1cccc(OCC(=O)Nc2ccccc2C(=O)c2ccccc2)c1
-0.4%[176 µM],O=C(c1cnc2c(c1)N(Cc1ccccc1)CCC2)N1CC[S+](=O)([O-])CC1
-27.5%[6.33 µM],COc1ccc(CC(=O)N2Cc3ccccc3CC3(CCN(CC4CCNC4)C3)C2)cc1 (stereo not given)
95.2%[activator][176 µM],CCN(CC)[C@H]1C[C@@H](Cc2cc(CO)on2)C1(C)C
-1.4%[6.33 µM],O=C(NCc1cccnc1)c1nc(-c2ccc(Cl)nc2)c2ccccn12
1.4%,CCN1CCCC1CNC(=O)CC(C)(C)C (stereo not given)
34.7%[176 µM],Cc1ccc(CN(C)Cc2cccn2C)cc1
37.3%[activator],Nc1c(-c2nc3ccccc3[nH]2)c2ccccn2c1C(=O)c1cccc(Br)c1
8.9%,COCc1nncn1C1CCN(C(=O)c2ccccc2OC(F)(F)F)CC1
42.6%,COCC1CCN(Cc2cn(-c3ccccc3C)nc2-c2ccc(OC)c(F)c2)CC1
8.0%,O=C(CSc1nnnn1C1CC1)N1CCCC1c1ccc2c(c1)OCCO2 (stereo not given)
72.7%[activator],O=C(Cc1ccccc1)N1CCC(N2C(=O)C(OCC3CC3)C23CCCCC3)CC1 (stereo not given)
22.4%,CNC(=O)NC[C@H]1CCN(Cc2ccc(OC)c(OC)c2Cl)C[C@H]1N(C)C
?,N#Cc1ccccc1COC(=O)c1ccc(Cl)cc1F
?,CC(=O)N1CCN(C(=O)Cn2ccc3cc(Br)ccc32)CC1
0.1%,Cc1cnc(CC2CCN(S(=O)(=O)c3ccc4c(c3)CCC4)CC2)n1CC1CC1
17.8%,CNC(=O)CCN(C)C(=O)Nc1ccc(C(F)(F)F)cc1
21.6%,CC(=O)N1CCc2ccc(S(=O)(=O)N3CCCc4ccccc43)cc2C1
?,O=C(NC1CCCCC1)c1ccc2c3c(cccc13)CC2
?,C[C@H](CO)N1C[C@H](C)[C@@H](CN(C)Cc2cccnc2)Oc2ncc(-c3cccc(C#N)c3)cc2C1=O
-28.7%,CCOc1nc2ccccc2nc1N1CCC(C(=O)Nc2ccc(C(N)=O)cc2)CC1
-2.9%,COc1ccccc1C(=O)N1CCN(C(=O)[C@@H](Cc2ccccc2)NC(=O)[C@H]2O[C@@H](n3ccc(=O)[nH]c3=O)[C@H](O)[C@@H]2O)CC1

# Gathered by group, the entries above containing a thiophene ring, fused or not.
12-LOX inh,compound
-6.7%,Nc1sc(-c2ccccc2)cc1C(=O)NCCN1CCOCC1
-20.8%[176 µM],O=C(Nc1ccc(Cl)cc1)c1nc2c(o1)CCN(Cc1ccsc1)CC2

# (list continues)
12-LOX inh,compound
2.8%,COc1cccc(N2CCN(C(=O)c3cccc(S(=O)(=O)N4CCCC4)c3)CC2)c1
21.4%,NS(=O)(=O)c1ccc(CCNCC2(O)CCNC2)cc1 (stereo not given)
-15.1%,Cc1nc(Cc2nn3c(-c4ccc(F)cc4)nnc3s2)cs1
55.0%[activator],COc1cccc(C2CC(=O)Nc3n[nH]c(Nc4ccccc4)c32)c1 (stereo not given)
3.1%,COc1c(CNC2CCN(Cc3ccccc3)CC2)c(C)nn1C
1.4%[6.33 µM],O=C(c1ccccc1)N1CCC2(CC1)C(=O)NCN2C(=O)Cc1ccccc1
62.8%[activator],Cc1ccc(C2Cn3nnc(-c4noc(Cc5cccc(F)c5)n4)c3CO2)cc1 (stereo not given)
-20.9%,Cc1ccc(CNC(=O)c2cc(=O)c3c(C)cc(C)cc3o2)cc1
9.6%,CCOC(=O)N1CCN(Cc2nc3c(c(=O)[nH]c(=O)n3C)n2CCOC)CC1
1.4%,Cc1cccc(OC(C)c2nc(-c3ccc(Br)cc3)no2)c1 (stereo not given)
-16.5%,COc1ccc(-c2c(NC(=O)c3cc(OC)c(OC)c(OC)c3)oc3ccc(Cl)cc3c2=O)cc1
25.8%,CCCOc1ccc(C(=O)/C=C/c2cc(OC)c(OC)c(OC)c2)cc1
24.9%,CN1CCC(N2CCN(S(=O)(=O)c3ccc(Cl)cc3)CC2)C1=O (stereo not given)
16.2%,CCOc1ccc(C(=O)N2CCCC(n3cc(-c4nc(C5CC5)no4)nn3)C2)cc1 (stereo not given)
-3.2%,Nc1nccnc1C(=O)NCc1ccc(Oc2ccc(F)cc2)cc1
10.6%[176 µM],O=C(CCc1ccccc1)N1CCOCC12CCN(Cc1ccccc1)CC2
71.1%[activator],c1cn(-c2ccc(-c3nccn3C[C@@H]3CCCO3)cc2)cn1
-2.7%,O=C(Nc1oc2ccccc2c(=O)c1-c1ccccc1)c1ccc(F)cc1
2.8%,CCOC(=O)c1ccccc1NC(=O)COC(=O)c1nn(-c2ccccc2)c(=O)c2ccccc12
34.8%[activator],C/C(CC(=O)Nc1cccc2c1CCCC2)=N\NC(=O)c1ccccn1
35.5µM*,O=c1cc(C2=CCOCC2)oc2c(-c3cccc4[nH]ccc34)nccc12
28.6%,COc1cccc(-c2cc(=O)[nH]c(Nc3nc(C)c4ccccc4n3)n2)c1
-6.7%,Cc1cccc(C2CC(c3cccs3)=NN2c2nc(C)cs2)c1 (stereo not given)
-18.1%,CCc1nnsc1C(=O)NC(C)c1ccc(OC(C)C)c(OC)c1 (stereo not given)
11.4%[176 µM],c1ccc2sc([C@H]3CCN(CC4CCCCC4)C3)nc2c1
-23.9%,COc1cc2c(cc1OC)CN1CCc3cc(OC)c(OC)cc3C1C2 (stereo not given)
-23.4%,Cc1cccc(Nc2nc3ccccc3nc2NS(=O)(=O)c2ccc(F)cc2)c1
?,Cn1cc(CNC(=O)C[C@@H]2C[C@H]3O[C@H](CNC(=O)N4CCOCC4)[C@@H](O)[C@H]3O2)cn1
-27.2%,COc1ccc(-c2cc3ccc(OC)cc3oc2=O)c(OC)c1
?,CNC(=O)c1cccc(-c2cnc(Nc3ccc(N4CCOCC4)cc3)c3c2CCO3)c1

# For convenience, part of the list above.
12-LOX inh,compound
-8.6%,CO[C@@H]1CN(C)C(=O)c2cc(NC(=O)NC3CCCCC3)ccc2OC[C@@H](C)N(CCc2ccccc2)C[C@@H]1C
-7.4%,CCCCNC(=O)C1(C)CCN1C(=O)c1cc(F)ccc1C (stereo not given)

# Continuation.
12-LOX inh,compound
13.3%,COc1ccccc1NC(=O)N(C)C[C@@H]1OCc2cnnn2CCCC(=O)N([C@@H](C)CO)C[C@H]1C
?,CCOc1cc(/C=C2\NC(=O)NC2=O)ccc1OCc1ccc(C(=O)O)cc1
0.9%,COC(=O)c1c(OCc2ccccn2)cc(=O)n2c1CCN(Cc1cccc(C(F)(F)F)c1)CC2
13.5%,CC(=O)c1ccc(NC(=O)O[C@@H]2CO[C@H]3[C@@H]2OC[C@@H]3Nc2nccc(-c3ccco3)n2)cc1
3.2%,CC(NC(=O)CNC(=O)OC(C)(C)C)c1ccccc1 (stereo not given)
59.6%[activator],COc1ccc(CNC(=O)c2cccc3ccccc23)cc1
?,CONC(=O)c1ccc2c(c1)NC(=O)CS2
?,CCOC(=O)c1ccc(N2CCN(CC)CC2)c(NC(=O)COc2ccc(C(C)(C)C)cc2)c1
-2.7%,COc1ccc(-n2nc(C3CCCN(C(=O)c4ccccc4Cl)C3)[nH]c2=O)cc1 (stereo not given)
57.3%[activator],O=C1NCCCCCCN(S(=O)(=O)c2cccnc2)[C@H]2C[C@H](c3nc(-c4cccnc4)no3)C[C@@H]12
-25.6%,C[C@@H]1CN([C@H](C)CO)C(=O)CCCn2cc(nn2)CO[C@H]1CN(C)C(=O)c1ccncc1
?,Cc1c(-c2ccccc2)[nH]c2ccccc12
-1.3%,CCC(C)Nc1oc(-c2ccc(S(=O)(=O)N3CCc4ccccc4C3)cc2)nc1C#N (stereo not given)
41.7%[activator],COc1ccc(Cl)cc1C(=O)N1C[C@@H](CO)[C@H](c2ccncc2)C1
6.8%,O=C(c1ccoc1)N1C[C@@H](CO)[C@H](c2ccccn2)C1
-3.0%,N#Cc1ccsc1NC(=O)c1ccc2ncsc2c1
-7.2%,COCCc1noc(-c2nc(-c3ccc(C)cc3)no2)n1
26.5%,CCCN1CCCC2(CCN(C(=O)C(=O)c3cccn3C)C2)C1=O (stereo not given)
6.8%,CNC(=O)CN(C)S(=O)(=O)N1CCCC(C)C1 (stereo not given)
27.5%,CN1CC2(CCCN(Cc3cccc4nonc34)C2)OC1=O (stereo not given)
?,CCCCn1nc(C(=O)Nc2ccc3nc(N4CCOCC4)sc3c2)c2ccccc2c1=O
56.7%[activator],O=C(c1ccccn1)N1CCC(N2C(=O)C(O)C23CCCCC3)CC1 (stereo not given)
58.5%,Cc1cc2oc(C(=O)Nc3nonc3-c3cccs3)c(C)c2cc1C
10.4%,COC(=O)c1ccccc1NC(=O)O[C@@H]1CO[C@H]2[C@@H]1OC[C@@H]2Nc1nccc(-c2ccc(N(C)C)cc2)n1
-1.2%,COc1ccc(OCc2nc(C)c(CCO)c(=O)n2CC(=O)Nc2c(C)cccc2C)cc1

# Compound activity as filed in PubChem.
